ERG Ets-DNA blk – ERG Ets/DNA interaction inhibition | fluorescence polarization, His-ERG Ets domain / labelled DNA | Potency, µM (highest dose often 76.9 µM), without a hit: at the top dose FP activity, negative = inhibition, most hits filed as inhibitors | actives 0.028% (n = 370,000); active = well fitted inhibition curve with a large enough effect in the polarisation, with a control signal flat; inconclusive = small, poorly fitted or top-dose-only effect, or effect the other way, or a change in a side signal; inactive = no such curve, though single readings can be large or run the other way; the % refers to the polarisation;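 note: polarization taken with two DNA probes labelled with fluorescein and Texas red; potency is the fitted concentration of half-maximal effect; % of control where 0% means no effect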
Target sequence (P11308 whole entry, looked up, the tested form may be a part): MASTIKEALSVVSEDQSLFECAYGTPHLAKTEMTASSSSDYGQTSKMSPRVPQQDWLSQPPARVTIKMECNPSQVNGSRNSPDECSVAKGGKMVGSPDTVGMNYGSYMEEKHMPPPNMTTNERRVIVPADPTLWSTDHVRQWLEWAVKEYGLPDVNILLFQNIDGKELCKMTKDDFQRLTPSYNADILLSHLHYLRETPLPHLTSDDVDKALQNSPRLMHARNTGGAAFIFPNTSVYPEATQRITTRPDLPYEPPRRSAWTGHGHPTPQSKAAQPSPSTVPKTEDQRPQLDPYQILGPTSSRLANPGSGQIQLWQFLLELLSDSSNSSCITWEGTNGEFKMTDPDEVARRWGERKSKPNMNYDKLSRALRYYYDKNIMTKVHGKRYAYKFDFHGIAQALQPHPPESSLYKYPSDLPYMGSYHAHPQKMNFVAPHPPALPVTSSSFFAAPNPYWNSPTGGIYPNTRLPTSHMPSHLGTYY
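His-tagged ERG Ets domain (1 uM in the protein solution; 300mM KCl, 50mM Tris-HCl, 1mM EDTA, 1mM DTT, pH 7.5) received compound, then a probe mix of 5 nM fluorescein-DNA and 100nM Texas-615-DNA. Fluorescence polarization was read for both dyes.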
PI4K2A inh – PI4K2A (human) kinase inhibition; Q9BTU6; purified PI4K2A, ADP-Glo luminescence, 1 h; hits give low values; activity change, negative = inhibition, % at 76.9 µM; actives 0.13% (n = 420,000); in the data active = activity change below about -50%; inconclusive = mostly about -30% to -49%;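 note: -100% = wells without enzyme as full effect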
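PI4K2A activity was measured by ADP-Glo luminescence: enzyme (4 ug/mL stock) and phosphatidylinositol (1.2 mM stock) in Tris pH 7.5/MgCl2/EGTA/Triton X-100 buffer were reacted with ATP (300 microM stock) for one hour at ambient temperature.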
Pin1 inh – blocks the human prolyl isomerase Pin1. Pin1 FP peptide displacement, HiFluor488, 10 min. AID 504891. actives 0.009% (n = 390,000). Q13526. Potency, µM (top dose mostly 115 µM), for inactives: at the highest dose activity, negative = inhibition, hits mostly inhibitors; active = well fitted inhibition curve with a large enough effect in the polarisation, with a control signal flat, not every such curve was filed as active; inconclusive = small, poorly fitted or top-dose-only effect, or effect the other way, or a change in a side signal; inactive = no such curve, though single readings can be large or run the other way; the % refers to the polarisation; note: potency is the fitted concentration of half-maximal effect; % is set by controls: 0 for no effect and ±100 for the full control effect
Target sequence (Q13526 whole entry, looked up): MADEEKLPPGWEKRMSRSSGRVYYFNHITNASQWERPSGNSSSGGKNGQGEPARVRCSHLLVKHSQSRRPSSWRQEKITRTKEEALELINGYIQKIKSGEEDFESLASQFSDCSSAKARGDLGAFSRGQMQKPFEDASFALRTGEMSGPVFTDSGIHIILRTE
G9a block – inhibitors of human histone lysine methyltransferase G9a | Q96KQ7 | G9a H3K9 monomethylation, AlphaScreen, 2 h | Potency, µM (top dose mostly 102 µM), without a hit: top-dose activity, negative = inhibition, usual class: inhibitors | actives 8.8% (n = 350,000) | AID 504332; note: potency is the fitted concentration of half-maximal effect; % is set by controls: 0 for no effect and ±100 for the full control effect; nearly all actives have a fitted effect of over 75% in size
Target sequence (Q96KQ7 913-1193 limits assumed): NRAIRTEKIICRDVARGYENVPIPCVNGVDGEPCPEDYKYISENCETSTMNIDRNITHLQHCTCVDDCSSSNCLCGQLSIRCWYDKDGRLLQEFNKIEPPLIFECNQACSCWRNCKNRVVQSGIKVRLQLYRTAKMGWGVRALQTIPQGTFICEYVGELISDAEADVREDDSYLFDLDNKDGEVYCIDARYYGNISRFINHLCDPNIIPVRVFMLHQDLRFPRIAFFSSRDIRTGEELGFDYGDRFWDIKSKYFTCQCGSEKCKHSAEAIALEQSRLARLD
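G9a (20 nM) preincubated 15 min RT with compounds, then 500 nM biotinylated H3K9 peptide and 20 uM SAM added; 2 h RT reaction. Monomethyl-H3K9 product detected by AlphaScreen with anti-H3K9me1 antibody, streptavidin donor and anti-rabbit IgG acceptor beads.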
GLS inh – inhibitors of human glutaminase (GLS) | actives 0.21% (n = 410,000) | Potency, µM (top dose mostly 45.5 µM), inactives show at the top dose activity change, negative = inhibition, most hits filed as inhibitors | O94925 | GLS enzymatic activity, qHTS titration; note: potency is the fitted concentration of half-maximal effect; % is set by controls: 0 for no effect and ±100 for the full control effect
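Coupled fluorescence readout: glutamate oxidase/HRP/Amplex Red detect glutamate formed by hKGA from L-glutamine (1 mM solution added). Buffer 45 mM KH2PO4 pH 8.2, 0.02% Tween-20; reads at t0 and 30 min RT.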
JMJD2A Tudor – blocks the human JMJD2A Tudor domain. actives 4.4% (n = 390,000). AlphaScreen JMJD2A-Tudor / H3K4me3 peptide binding. O75164. Potency, µM (series often up to 114 µM), for inactives: top-dose activity change, negative = inhibition, usual class: inhibitors; note: potency is the fitted concentration of half-maximal effect; % is set by controls: 0 for no effect and ±100 for the full control effect; nearly all actives have a fitted effect of over 50% in size
Tb PGK inh – blocks T. brucei phosphoglycerate kinase; PGK/GAPDH coupled, Kinase-Glo luminescence, 60 min; actives 0.043% (n = 380,000); Potency, µM (top dose mostly 57.5 µM), for the others: at the top dose activity change, negative = inhibition, usual class: inhibitors; note: potency is the fitted concentration of half-maximal effect; % is set by controls: 0 for no effect and ±100 for the full control effect; nearly all actives have a fitted effect of over 60% in size
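Luminescent ATP detection (Kinase-Glo Plus) follows a 60-minute room-temperature incubation, with wells lacking PGK as controls. Buffer: 100 mM TEA (pH 7.6), 5 mM MgCl2, 0.01% Tween-20. Coupling enzyme GAPDH (100 nM final) supplies unstable 1,3-BPG in-well.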
BAZ2B block – BAZ2B (human) inhibition; Q9UIF8; AlphaScreen BAZ2B-H3K14Ac peptide displacement; Potency, µM (titrated, usually from 114 µM), for inactives: top-dose activity change, negative = inhibition, most hits filed as inhibitors; actives 4.4% (n = 360,000); AID 504333; note: potency is the fitted concentration of half-maximal effect; % is set by controls: 0 for no effect and ±100 for the full control effect; nearly all actives have a fitted effect of over 60% in size
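BAZ2B 50 nM plus b-H3(5-23)K14Ac 50 nM, PBS pH 7.4/0.01% Tween-20, 30 min RT; compound added (max 110 uM), 30 min RT; streptavidin donor/Ni-chelate acceptor beads 10 ug/mL final, 20 min dark; AlphaScreen read.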
HP1b binding inh – inhibitors of HP1-beta chromodomain binding to methylated histone tails; AlphaScreen HP1-beta / biotin-H3K9me3 peptide binding; Potency, µM (doses to about 114 µM), inactives show top-dose activity change, negative = inhibition, most hits filed as inhibitors; actives 0.56% (n = 390,000); note: potency is the fitted concentration of half-maximal effect; nearly all actives have a fitted effect of over 70% in size; inactives centre near 23
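Compound inhibition of the preformed complex between 50 nM HP1-beta and 50 nM biotinylated H3K9me3 peptide was read by AlphaScreen. Buffer was PBS pH 7.4 with 0.01% Tween-20. Incubations ran 30 min at room temperature, with 10 ug/mL donor/acceptor beads.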
* = called active by the depositor; i = inactive; u = inconclusive; x = not tested or not shown; [ ] = another dose, or the depositor's remark. Unless noted, calls come from the whole dose curve; as a rule, active = well fitted curve in the direction sought with a large enough effect; inconclusive = small, poorly fitted or top-dose-only effect, or another doubt; inactive = no such curve, though single readings can be large; an effect the other way counts as inactive or inconclusive.

ERG Ets-DNA blk	PI4K2A inh	Pin1 inh	G9a block	GLS inh	JMJD2A Tudor	Tb PGK inh	BAZ2B block	HP1b binding inh	SMILES
3.1%	1.8	0.5%	4.7%[0.501 µM]	-10.8%	-11.6%	2.5%	8.4%	29.4%	CN(C)CCn1c2c(c(SCC(=O)Nc3ccccc3)nc1=O)CCCC2
-9.2%	-6.8	5.2%	16.8%[59 µM]	3.4%	-7.5%	-7.6%	9.8%	23.5%	COc1ccc(CNC(=O)CN(CCC(C)C)S(=O)(=O)c2ccc3c(c2)OCCO3)cc1
-2.1%	-3.2	4.1%	-8.4%[59 µM]	0.2%	-17.6%	i	u	16.6%	O=C(Cn1cc(SCc2ccccc2)c2ccccc21)N1CCCCC1
-3.7%	-5.3	4.3%	9.3%	-2.4%	-24.6%	i	-1.7%	20.1%	CN(C(=O)COc1ccc(Cl)cc1Cl)c1nnc(C23CC4CC(CC(C4)C2)C3)s1
-9.1%	2.8	6.2%	-46.0%	15.8%	-6.5%	5.7%	2.2%	14.3%	O=C1c2ccccc2S(=O)(=O)N1CC1CC(c2ccccc2)=NO1 (stereo not drawn)
-12.7%	0.4	u	-9.8%[2.33 µM]	0.4%	79.4µM*	1.2%	11.0%	9.0%	CC[C@@]12C(=O)N(c3cccc(Cl)c3)C(=O)N1[C@H](c1ccc(Br)cc1)[C@@H]1C(=O)N(C(C)(C)C)C(=O)[C@@H]12
5.3%	-2.4	-23.4%	-11.9%	9.5%	u	-7.7%	u	-13.8%	C=CCN(Cc1cc(OC)ccc1OC)C(=O)c1cc2ccc(OC)cc2[nH]1
-4.3%	-4.9	0.2%	-28.8%	-10.3%	-19.7%	-5.9%	-19.7%	12.0%	O=C(CC(c1ccccc1)c1ccccc1)N1CCN(c2ccccn2)CC1
9.2%	6.5	-2.6%	u	-6.4%	5.2%	1.3%	1.2%	34.7%	O=C(c1c[nH]c2ccc(S(=O)(=O)N3CCOCC3)cc2c1=O)N1CCN(c2ccccn2)CC1
-7.6%	0.5	3.9%	-2.6%[59 µM]	-10.3%	-14.5%[57.1 µM]	i	-3.8%	3.3%	O=C(CN1CCC(n2nnc3cc(C(F)(F)F)ccc32)CC1)Nc1ccc2c(c1)OCCO2
3.9%	4.3	-1.8%	-14.2%	6.6%	-15.1%	-1.7%	5.3%	10.7%[57 µM]	COc1ccccc1CN(CC(=O)NCc1ccc(F)cc1)C(=O)c1csnn1
-18.4%	6.5	-4.4%	u	-2.7%	u	-1.2%	u	u	S=C(NCC1CCCO1)Nc1ccc(Nc2ccccc2)cc1 (stereo not drawn)
2.7%	-0.5	1.6%	-4.7%	5.4%	-1.4%	4.9%	-2.1%	18.4%	O=C(Nc1ccnn1C1CCN(C(=O)c2cccc(C(F)(F)F)c2)CC1)C1CC1
4.4%	1.3	-0.9%	u	5.2%	1.7%	-1.3%	-10.4%	16.8%	CCOC(=O)c1cncc(C#CCO)c1
-4.5%	-3.3	-3.8%	8.91µM*	17.1%	22.4µM*	2.2%	u	u	COc1cc(CN2CCc3ccccc3C2)cc([N+](=O)[O-])c1O

In a second layout: results already given.
compound	ERG Ets-DNA blk	PI4K2A inh	Pin1 inh	G9a block	GLS inh	JMJD2A Tudor	Tb PGK inh	BAZ2B block	HP1b binding inh
CN(C)CCn1c2c(c(SCC(=O)Nc3ccccc3)nc1=O)CCCC2	3.1%	1.8	0.5%	4.7%[0.501 µM]	-10.8%	-11.6%	2.5%	8.4%	29.4%
COc1ccc(CNC(=O)CN(CCC(C)C)S(=O)(=O)c2ccc3c(c2)OCCO3)cc1	-9.2%	-6.8	5.2%	16.8%[59 µM]	3.4%	-7.5%	-7.6%	9.8%	23.5%
O=C(Cn1cc(SCc2ccccc2)c2ccccc21)N1CCCCC1	-2.1%	-3.2	4.1%	-8.4%[59 µM]	0.2%	-17.6%	i	u	16.6%

The list continues.
ERG Ets-DNA blk	PI4K2A inh	Pin1 inh	G9a block	GLS inh	JMJD2A Tudor	Tb PGK inh	BAZ2B block	HP1b binding inh	SMILES
-5.0%	1.2	2.3%	12.8%	2.2%	-14.7%	1.1%	0.0%	-4.8%	Cc1nn(Cc2ccc(Cl)cc2)c(C)c1NC(=O)c1cc(C(C)C)on1
-3.9%	-3.1	-3.2%	19.9%	0.0%	-2.8%	2.6%	-33.4%	18.5%	O=C(NCCO)N1c2ccccc2Sc2ccccc21
19.7%	1.9	-6.5%	-32.9%	0.6%	-16.2%	-1.1%	8.8%	14.4%	CCN(C(=O)COC(=O)c1cc([N+](=O)[O-])ccc1N1CCOCC1)C1CCS(=O)(=O)C1 (stereo not drawn)
3.8%	-2.9	1.1%	36.9%	5.4%	-14.1%	x	17.1%	36.1%	CC1CCCC1/C(=N/O)c1ccccc1 (stereo not drawn)
1.4%	4.4	-8.6%	-25.2%	9.7%	-12.0%	-6.8%	9.2%	45.1%[activator]	CCN=C1SC(C(=O)NCCc2ccccc2)CC(=O)N1CC (stereo not drawn)
1.7%	4.8	u	-2.2%[59 µM]	-13.0%	-8.2%	-7.9%	-0.6%	38.3%	Cc1ccccc1Cn1c(=O)n(CCCCC(=O)NCCc2ccccc2)c(=O)c2ccccc21
x	0.9	-3.6%	25.1µM*	14.7%	0.0%	0.2%	u	17.6%	COC(=O)c1c(-c2ccc(C)cc2)csc1NC(=S)NC(=O)c1cc(OC)cc(OC)c1
x	-7.5	5.3%	-13.3%	17.6%	-17.3%	-0.9%[11.5 µM]	-1.1%	16.8%	S=C(Nc1ccc(Cl)cc1)NC1CC2CCCC(C1)N2C1CCCC1 (stereo not drawn)
15.0%	3.4	0.8%	-38.3%	0.1%	-21.9%	-2.2%	9.9%	13.8%	O=c1[nH]cc(S(=O)(=O)N2CCN(c3cccc(Cl)c3)CC2)c(=O)[nH]1
-17.7%	3.7	-2.0%	x	-2.7%	-4.2%	8.2%	-3.7%	42.5%[activator]	CC(=O)NCC(=O)NC1CC(C)(C)Cc2c1cnn2-c1ccccc1 (stereo not drawn)
-6.7%	0.6	-1.3%	-3.7%	-5.5%	12.3%	-6.2%	-0.1%	52.8%[activator]	COc1ccc(NC(=O)NC2(C(=O)N3CCN4CCCC4C3)CCCCC2)cc1 (stereo not drawn)
-13.2%	0.8	-4.1%	-30.4%[59 µM]	14.9%	-19.5%	i	-15.3%	30.0%	Cc1cccc(NC(=O)N2CCN(C)c3ncccc32)c1C
1.5%	-1.7	5.2%	5.9%	0.0%	-15.9%	-4.3%	-0.3%	1.0%	O=C(Cn1nc(-c2nn(CC(=O)c3ccccc3)c3[n+]2CCCCC3)[n+]2c1CCCCC2)c1ccccc1
-2.3%	-6.5	11.8%	-28.8%[59 µM]	-8.4%	u	-3.4%	u	u	CCc1ccc(OCC2c3cc(OC)c(OC)cc3CCN2C(=O)Cc2ccc(OC)c(OC)c2)cc1 (stereo not drawn)
4.2%	-4.5	-3.2%	-5.2%[59 µM]	0.6%	-7.0%	0.3%	-9.7%	25.6%	COc1cc(CN(C(=O)Nc2ccccc2)c2ccccn2)cc(OC)c1OC

Carrying on.
ERG Ets-DNA blk	PI4K2A inh	Pin1 inh	G9a block	GLS inh	JMJD2A Tudor	Tb PGK inh	BAZ2B block	HP1b binding inh	SMILES
u	-0.5	12.9%	2.4%[59 µM]	0.8%	-25.0%	-3.5%	-22.3%	5.1%	CC(C)(C)C1CCc2c(sc(NC(=O)Cn3nnc(-c4ccccc4F)n3)c2C#N)C1 (stereo not drawn)
-3.0%	2.1	-0.2%	u	3.5%	-14.1%	7.5%	1.3%	29.3%	CCN1CCN(C(=O)c2sc3nc(C)nc(N4CCC(C)CC4)c3c2C)CC1
5.0%	-16.2	-6.1%	0.0%	0.9%	-6.8%[11.4 µM]	-9.2%	1.5%	-3.9%	C/C(N)=C(/C#N)C(=O)CSc1ccccc1F
-2.6%	0.6	-6.4%	10µM*	5.1%	3.98µM*	-5.0%	-39.0%	-3.7%	COc1ccc(CNCc2c(F)cccc2F)cc1OC
-0.7%	3.0	9.3%	-4.6%[59 µM]	5.2%	-4.5%	-4.1%	-17.2%	19.5%	Cc1ccc2c(c1)-c1nc(-c3ccc4c(c3)NC(=O)CO4)cc(-c3ccc(F)cc3)c1CO2
-1.9%	3.4	5.0%	u	8.2%	-32.8%	2.3%	-12.3%	5.9%	O=C(Nc1ccc(F)cc1)Nc1ccc(N2CCCC2)c(S(=O)(=O)Nc2ccccc2Cl)c1
-0.3%	3.9	5.1%	x	0.1%	-26.0%	-0.5%	x	34.8%	C[C@H](CO)N1C[C@H](C)[C@@H](CN(C)C(=O)Nc2ccc(C(F)(F)F)cc2)Oc2ccc(NC(=O)Nc3ccccc3)cc2C1=O
0.9%	-0.7	-5.2%	6.0%	-2.1%	-6.4%	x	36.0%[activator]	26.5%	O=C(CCC(=O)Nc1ccc(F)cc1)N/N=C/c1ccc(F)cc1
8.6%	-5.0	0.5%	13.5%	0.2%	-9.2%	-4.0%	-32.9%	35.8%	Cc1ccc(OCC(=O)Nc2ccc(N3CCN(S(C)(=O)=O)CC3)cc2)c(C)c1
10.8%	-2.5	-18.9%	-7.3%	9.9%	-3.5%	-1.5%	13.1%	49.1%[activator]	C=CCNc1nc2ccccc2nc1NS(=O)(=O)c1ccc(Br)cc1
1.1%	-7.9	-3.1%	19.1%	-11.8%	2.1%	-14.5%	24.7%	65.0%[activator]	COc1ccc(CCNS(=O)(=O)c2ccc(Br)cc2)cc1

From PubChem
